# Bioassay records as filed in PubChem BioAssay.
# CatB block = human cathepsin B inhibition; P07858; purified cathepsin B, fluorogenic substrate, fluorescence; inhibition, %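 (tested at 10 µM)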; 63,000 tested, 0.1% active; in the data active = inhibition above about 21%;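 note: 0% = enzyme with no compound and 100% = no enzyme blank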
# PKA inh = PKA (human) kinase inhibition | 65,000 tested, 0.1% active | P17612 | AID 524 | PKA Kemptide phosphorylation, Kinase-Glo ATP luminescence | inhibition, % at 6 µM;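 active = inhibition above the screen-wide mean inhibition plus 3 SD, cut at about 21% in these data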; note: many of its hits are not listed in these tables
# C1s inh = human complement C1s inhibition; P09871; purified C1s, fluorogenic AMC substrate, pooled mixtures; mean inhibition % of two 10-compound mixtures (hits give high values), % at 5 µM (by protocol); 62,000 tested, 0.16% active;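 active = inhibition above 20% in each of the two 10-compound mixture wells holding the compound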;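 note: 0% = enzyme wells lacking compound mixture and 100% = no-enzyme blank wells; some compounds called inactive have numbers as strong as hits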
# CatL inh = inhibitors of human cathepsin L. P07711. purified cathepsin L, fluorogenic substrate, fluorescence. inhibition, %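 (tested at 10 µM)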. 58,000 tested, 0.17% active. AID 460; in the data active = inhibition above about 45%;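 note: 0% = enzyme with no compound and 100% = no enzyme blank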
# Cathepsin G inh = blocks human cathepsin G enzyme activity | P08311 | purified enzyme, AMC-tetrapeptide fluorescence, pooled mixtures | inhibition, % at 5 µM (by protocol) | 62,000 tested, 0.2% active;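 active = inhibition above 20% in each of the two mixture wells holding the compound; inactive = inhibition of 20% or less in either well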;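 note: 0% = enzyme control without mixture and 100% = blank lacking enzyme; strong numbers were not always called active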
# CatB mixtures = human cathepsin B inhibition by mixtures. P07858. Purified cathepsin B, AMC dipeptide fluorescence, compound mixtures. inhibition, %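 (ten-compound pools at 5 µM per compound and 50 µM total)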. 62,000 tested, 0.06% active. AID 488; in the data active = inhibition above about 22%, passing the limit was not always enough;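 note: 0% = enzyme without compound and 100% = no enzyme blank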
# ROCK2 inh = inhibitors of human Rho kinase 2. O75116. purified ROCK2, Kinase-Glo ATP depletion luminescence. inhibition, % at 6 µM. 60,000 tested, 0.35% active. AID 604;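 active = inhibition above the screen-wide mean inhibition plus 3 SD, cut at about 18% in these data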;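 note: plate controls were DMSO wells for no effect and Y-27632 control wells after no-enzyme background subtraction for full effect; many of its hits are not listed in these tables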
# Her2 expr inh = lowers expression of human Her2 kinase. SKBR-3 HER2 protein level, AlphaScreen, 18-24 h; hits give low values. P04626. AID 645. 65,000 tested, 0.69% active. HER2 level % of control, % at 10 µM;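 active = HER2 level under 5% of the carrier-only control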;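 note: 100% = DMSO carrier and 0% = 500 nM PU-H71 HSP90 inhibitor; lower value means stronger loss of Her2 protein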
# Target sequence (P04626 whole entry, looked up): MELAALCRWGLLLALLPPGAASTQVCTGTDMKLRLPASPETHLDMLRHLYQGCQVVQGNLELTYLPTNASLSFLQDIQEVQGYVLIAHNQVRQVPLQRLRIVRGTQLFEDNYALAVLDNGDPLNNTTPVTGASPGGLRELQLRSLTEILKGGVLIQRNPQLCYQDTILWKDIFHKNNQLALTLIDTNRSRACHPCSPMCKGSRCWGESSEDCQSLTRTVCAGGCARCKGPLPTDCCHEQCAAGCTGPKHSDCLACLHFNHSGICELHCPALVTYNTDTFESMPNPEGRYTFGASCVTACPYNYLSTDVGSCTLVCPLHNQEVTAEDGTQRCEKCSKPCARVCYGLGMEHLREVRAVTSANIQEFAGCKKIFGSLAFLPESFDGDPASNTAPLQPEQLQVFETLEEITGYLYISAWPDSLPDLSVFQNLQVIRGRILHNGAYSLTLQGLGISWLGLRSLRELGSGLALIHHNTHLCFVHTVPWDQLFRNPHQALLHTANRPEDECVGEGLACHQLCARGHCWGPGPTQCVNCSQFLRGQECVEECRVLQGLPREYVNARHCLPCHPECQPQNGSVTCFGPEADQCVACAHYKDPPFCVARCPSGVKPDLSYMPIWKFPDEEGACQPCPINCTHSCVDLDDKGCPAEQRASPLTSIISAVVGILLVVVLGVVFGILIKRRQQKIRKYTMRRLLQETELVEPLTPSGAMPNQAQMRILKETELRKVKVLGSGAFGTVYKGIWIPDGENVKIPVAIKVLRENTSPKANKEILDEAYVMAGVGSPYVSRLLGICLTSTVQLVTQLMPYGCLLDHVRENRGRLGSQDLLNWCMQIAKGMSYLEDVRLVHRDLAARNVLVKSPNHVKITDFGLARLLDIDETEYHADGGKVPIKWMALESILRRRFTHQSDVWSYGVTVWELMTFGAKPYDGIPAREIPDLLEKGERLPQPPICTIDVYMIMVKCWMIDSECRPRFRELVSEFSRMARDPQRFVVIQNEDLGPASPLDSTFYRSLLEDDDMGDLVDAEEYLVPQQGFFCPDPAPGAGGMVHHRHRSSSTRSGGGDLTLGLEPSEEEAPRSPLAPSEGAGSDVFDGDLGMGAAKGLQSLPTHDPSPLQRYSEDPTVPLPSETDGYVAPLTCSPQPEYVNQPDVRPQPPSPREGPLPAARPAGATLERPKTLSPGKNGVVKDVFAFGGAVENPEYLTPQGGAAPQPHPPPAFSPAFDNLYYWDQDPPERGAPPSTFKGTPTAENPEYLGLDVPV
# CatS inh = blocks human cathepsin S protease activity | inhibition, %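 (tested at 5 µM per compound within 10-compound mixtures)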 | P25774 | recombinant cathepsin S, AMC dipeptide fluorescence, pooled mixtures | AID 501 | 62,000 tested, 0.06% active; in the data active = inhibition above about 32%, passing the limit was not always enough;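 note: 0% = enzyme without compound and 100% = blank without enzyme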
# * marks the source's active call; other numbers are inactive results; · = not tested or not shown. A portion of the library; rates above refer to the full screens.
SMILES,CatB block,PKA inh,C1s inh,CatL inh,Cathepsin G inh,CatB mixtures,ROCK2 inh,Her2 expr inh,CatS inh
CCc1nccn1S(=O)(=O)c1ccc2ccccc2c1,-1,8,-25,6,-10,-5,6,100,-9
COC(=O)C1=C(CSc2nnnn2C)NC(=O)NC1c1cc(C)ccc1C (stereo not given),2,9,-26,13,6,-6,1,106,5
O=C(COc1ccc(Br)cc1)OCc1nnc(-c2ccccc2)o1,-2,-6,-4,-2,-1,-5,0,102,6
COCc1ccccc1Cn1cnc2c1c(=O)n(C)c(=O)n2C,2,2,13,11,8,7,0,190,-2
CC1=CC(C)(C)Nc2cc(C)c(C)cc21,1,10,10,-6,6,3,7,73,1
O=C1OC2CC3CC1CC(O)(C3)C2 (stereo not given),8,-2,-5,6,1,-1,-3,83,12
CC(C)(C)c1ccc(O)c(N)c1,3,1,-45,18,10,-3,1,86,-7
O=C(O)c1cc(-c2cccnc2)nn1-c1ccccn1,2,-6,-23,·,7,3,·,104,-6
COc1ccc(OC)c(N/C=C2/CCCCC2=O)c1,1,0,21,-5,12,3,2,89,-2
O=C(COC(=O)C1=COCCO1)Nc1ccccc1Oc1ccccc1,1,9,-7,-1,2,0,·,71,12
Cc1cnc(N)c2c(=O)oc3ccccc3c12,-3,11,-37,-22,-4,0,3,81,-4
CCOc1ccc(Nc2nc(NCCN3CCOCC3)nc(OC)n2)cc1,-5,5,4,10,0,4,·,116,17
CC1CCN(C(=O)CSc2nnc(Cc3cc(=O)[nH]c(=O)[nH]3)n2-c2ccc(Cl)cc2)CC1,0,8,6,25,-6,-1,5,105,12
Cc1cccc(C)c1OCc1nnc(SCC(=O)NCc2ccccc2)o1,2,-1,-7,13,6,1,-2,101,6
O=c1c2ccccc2nc(SCc2nc(-c3ccccc3)no2)n1-c1ccc(F)cc1,-4,7,-16,6,-3,5,3,96,-9

# The final two compounds of the part above come first, to join the parts.
SMILES,CatB block,PKA inh,C1s inh,CatL inh,Cathepsin G inh,CatB mixtures,ROCK2 inh,Her2 expr inh,CatS inh
Cc1cccc(C)c1OCc1nnc(SCC(=O)NCc2ccccc2)o1,2,-1,-7,13,6,1,-2,101,6
O=c1c2ccccc2nc(SCc2nc(-c3ccccc3)no2)n1-c1ccc(F)cc1,-4,7,-16,6,-3,5,3,96,-9
O=C(OC(C(=O)NCc1cccs1)c1ccccc1Cl)c1ccco1 (stereo not given),2,3,13,18,11,3,2,104,17
Cc1ccnc(NC(=O)C2CCCN(S(=O)(=O)c3cnc[nH]3)C2)c1 (stereo not given),4,-5,-30,8,-14,4,1,105,25
O=c1c2ccccc2n2cnnc2n1-c1ccccc1,3,-1,9,1,7,6,-1,83,-5
CCc1nc(N2CCCCC2C)c2oc3ccccc3c2n1 (stereo not given),0,10,-16,5,4,-1,4,55,-2
CCOC(=O)c1ccc2c(c1)nc(SC/C(O)=C(\C#N)c1nc3ccccc3[nH]1)n2CC,2,14,0,·,9,3,·,56,-8
CCOC(=O)CC1Sc2ccccc2NC1=O (stereo not given),8,-5,46,17,10,6,·,115,10
Cc1ccc(CN2CC34C=CC(O3)C(C(=O)NCc3ccco3)C4C2=O)cc1 (stereo not given),5,7,-3,2,24,2,·,75,2
CCOc1ccccc1C(=O)NC(C)c1ccc2c(c1)OCO2 (stereo not given),5,6,25,23,-7,9,5,84,31
OC1CCCCC1Sc1nc2ccccc2s1 (stereo not given),-1,0,-1,8,-4,-1,-4,104,-1
COC(=O)c1sccc1NC(=O)c1ccco1,5,5,-53,18,-7,-5,-4,82,-13
COC(=O)c1cc(Br)ccc1OC(=O)c1cccnc1,10,8,14,1,21,3,5,80,5
O=C(NC1CCCCC1)C1CCCN(S(=O)(=O)c2cnc[nH]2)C1 (stereo not given),1,-6,-6,·,-2,4,-2,108,5
COc1ccc(-n2c(CSc3nc(C)cc(C)n3)nnc2SCC(=O)Nc2nccs2)cc1,-1,4,-17,·,1,-6,0,84,-11
O=C(NCCN1CCOCC1)c1csc2c1CCCCC2,3,4,5,-5,9,2,2,114,-3
COc1ccc(-c2[nH]ncc2-c2cnn(-c3ccccc3)c2)c(O)c1,6,·,11,·,6,0,·,154,-6
CC1(C)Cc2cccc(OCC(=O)Nc3nccs3)c2O1,-5,9,1,6,1,5,5,129,7
c1ccc(C2=Nn3c(nnc3-c3cccnc3)SC2)cc1,1,-3,-20,5,4,1,6,102,0
CCC(=O)c1ccc(OCCSc2ncccn2)cc1,9,-6,4,·,5,1,-3,102,-1
Cc1ccc(NC(=O)CS(=O)CC(=O)NC(C)CCc2ccco2)cc1Cl (stereo not given),-4,7,-23,-3,0,6,3,102,-5
CCOc1cc2[nH]c(=S)n(CC3CCCN3CC)c(=O)c2cc1OCC (stereo not given),1,5,12,-2,8,6,·,108,-2
O=C(CSc1nnc(-c2ccccc2Cl)n1Cc1ccco1)Nc1ccc2c(c1)OCCO2,3,6,-3,-1,8,-8,4,127,3
Cc1ccc(-c2cc(C(=O)O)n[nH]2)o1,-2,-1,-31,-3,-20,-10,2,87,-22
O=C(Nc1ccc(N2CCOCC2)cc1N1CCOCC1)c1ccco1,-3,6,0,2,0,-5,8,158,4
CC(C)Nc1oc(-c2cccc3ccccc23)nc1C#N,-13,11,-108,·,-1,-5,6,73,-18
CC1CCN(C(=O)C(Cc2ccccc2)n2cccc2)CC1 (stereo not given),0,5,-1,-6,2,-1,2,·,-3
Cn1c(C(=O)N2CCN(Cc3ccc4c(c3)OCO4)CC2)cc2c(=O)n(C)c3ccccc3c21,3,9,-6,5,-6,-3,-4,97,5
CC(=O)NCCOc1nc(N(C)C)nc(N2CCOCC2)n1,6,0,-50,7,-18,-3,0,109,6
COC(=O)c1ccc2c(=O)n(CCCCCC(=O)NCc3ccccn3)c(=O)[nH]c2c1,5,9,10,8,9,3,5,111,2
Cc1ccc(-c2c(C)n([O-])c3c([n+]2=O)CCC3)o1,2,8,-13,-10,5,0,6,119,-8
c1csc(CN2CCN(Cc3cccs3)C2c2cccs2)c1,-2,2,1,-6,2,6,4,94,0

# Gathered by group, the entries above with bromine.
SMILES,CatB block,PKA inh,C1s inh,CatL inh,Cathepsin G inh,CatB mixtures,ROCK2 inh,Her2 expr inh,CatS inh
O=C(COc1ccc(Br)cc1)OCc1nnc(-c2ccccc2)o1,-2,-6,-4,-2,-1,-5,0,102,6
COC(=O)c1cc(Br)ccc1OC(=O)c1cccnc1,10,8,14,1,21,3,5,80,5

# Other results.
SMILES,CatB block,PKA inh,C1s inh,CatL inh,Cathepsin G inh,CatB mixtures,ROCK2 inh,Her2 expr inh,CatS inh
COc1ccc(C(CC(=O)NCCCN2CCOCC2)NS(=O)(=O)c2ccc(C)cc2)cc1 (stereo not given),6,4,17,26,11,5,4,93,5
O=C(c1cc2ccccc2oc1=O)N1CCN(CCc2ccccc2)CC1,-6,0,3,-6,1,9,-1,215,1
Cn1c(COc2ccc(Cl)cc2)nc2ccccc2c1=O,4,13,-14,14,-6,4,2,73,13
C=CCn1c(SCC(=O)/C(C#N)=C(\C)N)nc2sc(CC)cc2c1=O,-2,4,4,-10,3,-1,5,75,-2
CCCSc1nnc(-c2c[nH]c3ccccc23)n1CC,4,-5,13,·,11,-1,-2,·,3
COC(=O)c1ccc(NC(=O)C2CC(=O)N(c3cc(C)ccc3C)C2)cc1 (stereo not given),7,7,-14,2,-3,4,5,82,21
CN(C)S(=O)(=O)N1CCC(CCCC2CCN(S(=O)(=O)N(C)C)CC2)CC1,0,·,8,·,8,2,·,82,2
COc1ccc(Cn2nnnc2C(c2ccc(F)cc2)N2CCN(C3CCCC3)CC2)cc1 (stereo not given),-4,1,6,-15,0,6,0,98,6
O=C1c2cccnc2C(=O)N1Cc1ccc(F)cc1,4,14,-37,11,-8,2,4,110,9
CSCC[C@H](NC(=O)Nc1ccc(C)cc1)C(=O)O,-3,2,-36,-4,-1,3,2,111,16
COc1cccc(C2CC(c3ccc(C)cc3)n3ncnc3N2)c1 (stereo not given),4,·,13,7,4,2,·,114,-5
CC(C)N(Cc1cc2ccccc2[nH]c1=O)C(=O)c1cccnc1,11,7,4,11,9,-1,4,94,7
O=C1N(c2ccc(Cl)c(Cl)c2)CN(Cc2ccccc2)CN1n1cnnc1,-5,4,-6,-8,3,-7,2,70,-6
COc1ccc(C(C)=O)cc1COC(=O)Cn1cnc2ccccc2c1=O,2,7,2,16,9,0,4,62,2
O=C(Nc1ccc(-c2cn3ccsc3n2)cc1)C1CCCC1,-1,-4,16,-7,16,46,-7,75,38
O=C(NC1CCCCCC1)c1c(O)c2cccc3c2n(c1=O)CCC3,0,10,-4,-3,-5,4,4,88,-7
COc1ccc2[nH]c(=O)c(CN(CC3CCCO3)C(=O)Nc3ccccc3OC)cc2c1 (stereo not given),6,-11,-43,·,8,2,-2,125,11
COc1ccccc1Nc1nc(N)nc(CN2CCN(Cc3ccccc3)CC2)n1,7,9,-3,41,8,-2,5,96,-1
Cc1cc2c3c(c1)C1(C(=O)N3C(C)(C)CC2C)C(C#N)=C(N)Oc2n[nH]c(C)c21 (stereo not given),3,5,2,1,-5,2,0,103,1
C=CCS/C(=N\n1cnc2ccccc2c1=O)N1CCCCC1,3,1,-192,-4,-25,-15,-3,80,-27
CCc1ccc(Cn2nnc(C(=O)Nc3ccc(OC)cc3OC)c2N)cc1,-2,-6,1,·,0,4,0,75,1
CCCCN(CC)CCNC(=O)c1cc2c(=O)n(C)c3ccccc3c2n1C,-1,6,2,-1,7,3,1,100,57*
COc1ccc(CCn2c(=N)c(C(=O)NCc3ccco3)cc3c(=O)n4cccc(C)c4nc32)cc1,8,2,-23,-27,-8,4,-3,77,24
C=CCNC(=O)C(C#N)c1nc2ccccc2nc1N1CCCCCC1 (stereo not given),2,2,-38,-14,7,1,2,87,2
O=C(NCC1CCCCN1)c1cc(OCC(F)(F)F)ccc1OCC(F)(F)F (stereo not given),5,1,2,18,2,6,4,114,0
CS(=O)(=O)N1Cc2ccccc2CC1C(=O)Nc1ccccc1C(N)=O (stereo not given),4,1,18,-8,7,2,·,105,-6
Cc1nc2cc(N3CCCCC3)c(NC(=O)c3cccnc3)cc2c(=O)n1Cc1ccccc1,2,-4,-11,2,-10,4,0,104,15
COc1ccc(C(=O)N2CCN(C(=O)c3ccco3)CC2)cc1OC,1,13,-35,14,6,-13,5,122,-8
Cn1c(=O)c2ccccc2n(Cc2ccccc2F)c1=O,0,6,-151,12,-16,-19,8,97,-31
CCN(CC)C(=O)CSC1=C(C#N)C(c2cccs2)C=C(C)N1 (stereo not given),-1,5,·,7,·,·,13,72,·
O=C(Nc1ccc(S(=O)(=O)NCCc2ccccc2)cc1)c1ccc(Br)o1,12,0,-6,9,-2,6,5,104,14
O=S(=O)(CCn1cccc1)CCn1cccc1,1,-4,-4,·,-3,0,·,116,9
COCCCN1C(=O)C(=O)/C(=C(/O)c2ccc(OCC(C)C)cc2)C1c1cccnc1 (stereo not given),-1,2,-26,0,-3,2,0,-21*,3
CCOC(=O)N1CCN(c2c(NCCN3CCCCC3CC)c(=O)c2=O)CC1 (stereo not given),3,2,-6,·,9,3,5,94,2
COc1ccc(C2C(C(N)=O)=C(C)Nc3ncnn32)cc1 (stereo not given),1,-4,14,-1,13,0,-1,86,13
CCOC(=O)c1oc2cccc(OC(C)=O)c2c1C,-3,7,-1,-1,1,5,8,108,-10
CCOc1ccc(N(CC(=O)NC2CCCC2)C(=O)CCC(=O)Nc2ccccn2)cc1,-5,7,-1,-17,-1,3,6,89,-3
O=C(c1ccccc1F)N1CCN(S(=O)(=O)c2ccc3c(c2)OCCO3)CC1,7,3,-28,10,-11,5,-4,104,11
Cc1nc2c3ccccc3n(CC(=O)c3ccc(F)cc3)c(=O)n2n1,2,4,5,·,7,4,6,63,2
